# Yp Topo-I inh = blocks Yersinia pestis topoisomerase I activity. Y. pestis Topo-I cleavage product accumulation, plate reader. activity, % at 10 µM. hit rate 0.064% among 360,000; in the data active = activity above about 50%, passing the limit was not always enough; note: inactives centre near 2
# TcdB GH inh = TcdB glycohydrolase inhibition; P18177; TcdB glycohydrolase enzymatic assay, plate reader; inhibition, % at 9.99 µM; hit rate 0.24% among 350,000; AID 652162; in the data active = inhibition above about 10%
# Anthrax LF prot = inhibitors of Bacillus anthracis lethal factor protease; P15917; multiplex microsphere protease cleavage assay, LF; inhibition, % at 10 µM; hit rate 0.12% among 360,000; AID 588501; in the data active = inhibition above about 30%; note: plate controls were buffer without enzyme for full effect and enzyme alone for no effect
# PfHsp40 rescue = rescue of PfHsp40-mediated yeast toxicity; S. cerevisiae expressing PfHsp40, growth rescue, ATP luminescence; growth rescue, % at 12.5 µM; hit rate 0.68% among 340,000; AID 504582; in the data active = growth rescue above about 28%, passing the limit was not always enough;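 note: yeast W303a lacking pdr1 and pdr3 grown in galactose medium; growth measured after three days at 30 °C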
# MazF activator = increases E. coli MazEF RNase cleavage of RNA; P0AE70; FAM/BHQ RNA-DNA oligo cleavage fluorescence, 5 h; activation, % at 20 µM; hit rate 0.32% among 350,000; in the data active = activation above about 50%
# Target sequence (P0AE70 whole entry, looked up): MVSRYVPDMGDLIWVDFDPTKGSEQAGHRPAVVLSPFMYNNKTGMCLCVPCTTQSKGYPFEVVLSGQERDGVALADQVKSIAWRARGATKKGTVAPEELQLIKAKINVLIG
# BH1578 lux ind = induces V. cholerae light production without autoinducers; AID 588436; V. cholerae BH1578 lux reporter, luminescence, 6 h; activation, % at 18.7 µM; hit rate 0.16% among 350,000; in the data active = activation mostly above about 9.7%, no sharp cut-off; note: not every result past the cut was called active; inactives centre near 0; reference of the scale not given here
# SSB-PriA inh = blocks PriA binding to SSB C-terminal tail; hit rate 0.6% among 430,000; AlphaScreen SSBct-PriA binding, biotinylated peptide; inhibition, % at 33 µM; in the data active = inhibition mostly above about 37%, no sharp cut-off; inactive = mostly below about 20%;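 note: plate controls were negative control peptide for no effect and reference peptide for full effect; strong numbers were not always called active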
# Rv3671c inh = Rv3671c (M. tuberculosis) protease inhibition; inhibition, % at 5.96 µM; hit rate 0.048% among 320,000; AID 2606; in the data active = inhibition above about 38%;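 note: extracellular domain of Rv3671c used as enzyme; 0% = enzyme with DMSO and 100% = no enzyme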
# Target sequence (P9WHR9 whole entry, looked up, the tested form may be a part): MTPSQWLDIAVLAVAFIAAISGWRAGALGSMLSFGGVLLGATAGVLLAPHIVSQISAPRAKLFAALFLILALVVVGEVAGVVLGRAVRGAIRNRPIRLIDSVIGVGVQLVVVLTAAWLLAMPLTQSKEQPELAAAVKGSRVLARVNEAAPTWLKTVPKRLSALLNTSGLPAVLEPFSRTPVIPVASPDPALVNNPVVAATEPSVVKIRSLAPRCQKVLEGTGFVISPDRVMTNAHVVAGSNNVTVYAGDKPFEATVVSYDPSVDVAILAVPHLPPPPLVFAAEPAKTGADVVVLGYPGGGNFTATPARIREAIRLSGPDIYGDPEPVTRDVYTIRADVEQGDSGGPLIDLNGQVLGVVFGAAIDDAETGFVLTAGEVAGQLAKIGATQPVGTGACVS
# DUSP3 inh = blocks human VHR1 dual specificity phosphatase; P51452; recombinant VHR phosphatase, pNPP absorbance; inhibition, % at 13.3 µM; hit rate 0.52% among 290,000; AID 1654; in the data active = inhibition above about 50%; note: some compounds called inactive have numbers as strong as hits
# Target sequence (P51452 whole entry, looked up): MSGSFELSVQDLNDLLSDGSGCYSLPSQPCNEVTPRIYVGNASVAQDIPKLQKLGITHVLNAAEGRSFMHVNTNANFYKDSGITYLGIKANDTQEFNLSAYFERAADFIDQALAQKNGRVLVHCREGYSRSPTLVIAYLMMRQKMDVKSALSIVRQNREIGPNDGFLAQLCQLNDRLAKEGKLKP
# SARS 3CLpro inh = SARS-CoV 3CLpro protease inhibition. P0C6X7. recombinant SARS-CoV 3CLpro, quenched FRET peptide cleavage. inhibition, % at 6 µM. hit rate 0.14% among 290,000. AID 1706; in the data active = inhibition above about 12%
# * marks the source's active call; other numbers are inactive results; i = inactive; . = not tested or not shown; & = joins results of further samples. Not all compounds are listed; the hit share may differ from the screen's.
Structure	Yp Topo-I inh	TcdB GH inh	Anthrax LF prot	PfHsp40 rescue	MazF activator	BH1578 lux ind	SSB-PriA inh	Rv3671c inh	DUSP3 inh	SARS 3CLpro inh
COc1ccc(-c2c/c(=N\c3nc(-c4ccccc4)c(C)s3)c3ccccc3o2)cc1O	-11	.	-9	0.3	-5	.	.	-22	18	7
CCn1cc(CNC(=S)Nc2cccc(Cl)c2C)cn1	3	0.6	-4	-0.6	6	-0.9	-3	0	21	3
COc1cc(/C=N/NC(=O)c2ccc([N+](=O)[O-])cc2Cl)cc(Br)c1O	-11	.	1	-0.2	3	i	.	-10	21	-2
O=C(CSc1nc(-c2ccco2)cc(C(F)(F)F)n1)N1CCN(Cc2ccccc2)CC1	10	0.1	-6	0.1	0	-0.3	0	-4	5	1
CCCCCCN1C[C@H](O)[C@@H](n2cc(C3CC3)nn2)C[C@@H]1c1ccc(OC)cc1	21	0.0	-5	.	-1	-0.4	.	.	.	.
COc1cc(/C=C(/C#N)C(=O)Nc2cc(C(F)(F)F)ccc2Cl)ccc1OCC(=O)Nc1cccc(C(F)(F)F)c1	4	2.2	6	-0.5	-6	i	4	.	.	.
Cc1ccc(-c2cc(C(=O)N3CCN(c4ccccc4O)CC3)c3ccccc3n2)cc1	7	-0.2	-2	0.7	-5	-1.4	-10	-7	.	.
Cc1cc(C)c(NC(=S)NC(=O)c2ccc(-c3ccccc3)cc2)c(C)c1	21	0.1	1	1.1	-6	-0.1	-3	-16	33	-2
Cc1ccccc1N(C=O)c1ccccc1C	2	1.4	-4	0.6	6	11	-22	.	.	.
Cn1c(Cn2c(=O)sc3ccccc32)nnc1SCC(=O)NC1CCCC1	5	1.8	-5	0.0	8	0.0	-7	-5	18	-1
Nc1scn[n+]1Cc1cccc2cccnc12	1	1.9	-6	-0.7	-6	2.4	-7	-3	23	-2
COC(=O)C1=C(C)n2nnnc2NC1c1ccc(Cl)cc1 (stereo not given)	-2	.	-2	-0.8	0	-0.4	11	1	17	-8
COCCNC(=O)CN(C(=O)CCC(=O)Nc1ccccn1)c1ccc(OC)cc1	1	1.0	-9	-0.3	1	-0.7	4	-1	18	-5
CC(C)CNC(=O)C1CCN(c2ccc(S(=O)(=O)N3CCOCC3)cc2Cl)CC1	9	.	-6	1.4	-1	i	-7	-2	36	6
Cc1ccc2nc(C3CCN(S(=O)(=O)c4ccc5ccccc5c4)CC3)[nH]c2c1	13	0.1	-8	2.3	3	1.5	7	-18	36	1
CC(=O)NC(c1ccc(F)c(F)c1)c1nc(-c2cccc(C(C)C)c2)cs1 (stereo not given)	4	0.2	-3	.	.	0.9	.	.	.	.
CSc1ccccc1C(=O)NCc1ccc(C)cc1	-2	-1.7	-6	0.9	2	-0.5	8	15	20	3
COc1ccccc1CN1CCCCC1C(=O)O (stereo not given)	0	-0.6	5	-0.8	-1	-0.1	-5	-11	26	3
Nc1nc(SCc2nc(-c3ccccc3)no2)[nH]c(=O)c1-c1ccccc1	3	1.6	0	0.1	-4	i	-11	-7	21	8
O=C(CSc1nc2ccccc2nc1N1CCCCC1)Nc1ccc(F)cc1	24	-2.0	1	1.1	-2	-0.2	-7	-15	25	4
Cn1c(=O)[nH]c(=O)c2c1[nH]c(=S)n2Cc1ccccc1	3	20*	-13	2.5	-4	-0.5	0	2	27	0
COc1cc(/C=N/Nc2nc(N3CCCC3)nc(N3CCCC3)n2)ccc1OCc1ccccc1F	9	0.3	-10	-0.9	-10	0.4	i	3	13	4
COC(=O)c1cncc(C)c1	1	0.2	-3	0.3	3	-2.2	-18	-2	31	-2
CC[C@]1(C(=O)OC)[C@H]2C(=O)N(C)C(=O)[C@H]2[C@H]2CN=C(SCC3CC3)N21	7	-1.1	-2	-0.8	4	i	1	.	.	.
COc1ccc(OC)c(NC(=O)CSc2nn3c(=O)c(C)nnc3s2)c1	2	2.1	-1	0.4	3	-3.6	-16&-20	7	32	-3
O=C1CCCN1CCCNCCCn1cnc2c(OCc3ccccc3)ncnc21	-6	-0.5	0	0.6	8	-0.6	-7	.	.	.
COc1ccc(NC(=O)C2=NN(C3CCS(=O)(=O)C3)C(=O)CC2)cn1 (stereo not given)	-1	-1.3	3	-1.3	4	.	1	9	12	-1
N#CCCn1cc(C(=O)Nc2ccccc2Br)c(-c2cc3ccccc3o2)n1	14	.	-3	0.2	1	-2.7	-5	-30	-18	8
COc1ccc(C2=Nn3c(nnc3-c3cccnc3)SC2)cc1OC	-4	.	-6	-0.8	-8	-0.3	-4	6	25	.
CN(C)CC#CCC(O)(c1ccccc1)c1ccccc1	-1	0.8	-6	-2.2	-16	-0.8	-12	-6	13	2
O=C(CCc1nc2ccccc2s1)OCC(=O)N1CCN(C(=O)c2ccco2)CC1	2	.	-6	-1.9	-6	-0.4	-1	9	0	-1
COCCCNC(=S)N1CCN(c2nc(-c3ccccc3)cs2)CC1	-1	-0.1	6	-1.8	-5	i	3	4	-12	0
O=C(NCCCN1CCN(Cc2ccccc2Cl)CC1)Nc1ccccc1	-4	.	7	0.0	10	-0.5	-4	-1	19	-2
O=C(OCCN=C1NS(=O)(=O)c2ccccc21)c1ccccc1	-8	.	-8	1.6	3	.	-10	9	8	-8
Cc1cccc2cc(CN(CCN(C)C)C(=S)NCc3ccco3)c(=O)[nH]c12	-1	.	-4	-0.4	6	i	3	2	24	3
O=C(Nc1ccc([N+](=O)[O-])cc1)/C(=C/c1cccc([N+](=O)[O-])c1)NC(=O)C1CCCCC1	-9	.	-2	6.7	7	-8.3	9	-42	27	0
COc1cc2c(cc1NC(=O)COC(=O)[C@@H](NC(=O)c1ccccc1F)C(C)C)oc1ccccc12	32	0.2	-3	-1.0	-5	-0.3	-5	-34	33	0
O=C(N1CCOCC1)N1CCc2ccccc21	0	-0.8	-6	-1.6	-7	i	-2	-9	39	-3
C=CCOC(=O)C1=C(C)N=c2s/c(=C3\C(=O)N(CC(=O)O)c4ccccc43)c(=O)n2C1c1ccc(OC)cc1 (stereo not given)	7	1.7	-7	-0.8	7	0.0	.	2	13	5
COc1ccccc1C(=O)NC(CCSC)C(=O)NCCCSc1ccccc1 (stereo not given)	34	1.2	-1	0.9	2	i	9	1	.	.
C=C(C)Cn1c(N(CCO)Cc2ccccc2)nc2c1c(=O)[nH]c(=O)n2C	3	-0.5	5	1.6	-9	i	-14	2	11	-6
CNS(=O)(=O)c1cccc(C(=O)OCC(=O)Nc2ccc(OC)cc2[N+](=O)[O-])c1	5	-0.6	-4	4.4	-3	-0.1	5	1	-3	2
CCC(C)OC(=O)c1cc(C)nc2c(Br)cc(Br)cc12 (stereo not given)	-1	.	-1	0.1	-3	i	-13	-10	58*	0
COc1ccc(C2CC2/C(C)=N/OC(=O)c2ccc(F)cc2)cc1 (stereo not given)	24	-1.2	1	1.4	3	-0.2	.	-14	15	1
COc1cc(/C=N/n2c(C)n[nH]c2=S)ccc1OCc1ccccc1	-2	.	0	-1.7	6	-0.1	.	2	0	1
CCOC(=O)C1(C)CCCN1C(=O)c1snnc1C (stereo not given)	3	0.1	-1	.	.	-0.8	.	.	.	.
Cc1cccc(/C=N/NC(=O)CN2CCCCCCC2)c1	-2	0.6	-1	-1.2	8	i	.	-10	-2	3
COc1ccc(-n2nc(C(=O)NCc3ccco3)c3ccccc3c2=O)cc1	5	0.6	-1	-0.5	-7	i	-12	-6	12	5
O=C(Nc1c(Cl)cc(Cl)cc1C(=O)NCC1CCCO1)c1ccco1 (stereo not given)	3	0.6	-3	0.5	3	-0.2	-16	3	17	0
NC(=O)c1c(NC(=O)C2c3ccccc3Oc3ccccc32)sc2c1CCCCC2	2	.	3	-1.2	-9	-0.4	-4	-5	-7	-3

# Following part
Structure	Yp Topo-I inh	TcdB GH inh	Anthrax LF prot	PfHsp40 rescue	MazF activator	BH1578 lux ind	SSB-PriA inh	Rv3671c inh	DUSP3 inh	SARS 3CLpro inh
CCOC(=O)c1cc(-c2ccco2)nc2c1c(C)nn2-c1cccc(Cl)c1	-1	.	-9	-0.8	-1	i	-7	-18	8	2
N#Cc1ccsc1NC(=O)CN1CCN(S(=O)(=O)c2ccccc2C(F)(F)F)CC1	9	0.7	0	0.6	3	0.0	-2	-12	26	3
Cc1ccc(NC(=O)CSc2ncccn2)cc1S(=O)(=O)N1CCOCC1	4	0.2	-9	1.1	2	6.2	-9	3	.	.
Cc1cccc(-n2c(=S)[nH]c3nc4c(cc3c2=O)COC(C)(C)C4)c1	6	0.5	.	.	13	-0.6	1	-5	20	2
CC(NC(=O)CN1C(=O)NC2(CCCC2)C1=O)c1ccc(Cl)cc1Cl (stereo not given)	7	0.7	-2	61*	4	.	-13	3	.	.
Cc1ccc(C(=O)N2CCCc3ccccc32)c(Cl)c1	15	1.4	2	.	5	-10	.	.	.	.
COc1cc(C2C(C#N)=C(N)Oc3cc(C)n(CCN4CCOCC4)c(=O)c32)cc(OC)c1OC (stereo not given)	-4	.	-3	0.1	9	i	-6	2	8	-4
CCn1cnc2cc(NCc3ccccc3Cl)ccc21	5	3.7	-3	-1.3	6	-0.6	10	-3	9	-1
CC(=O)Nc1cccc(NC(=O)Nc2ccc(C)c(Cl)c2)c1	1	1.0	-1	1.2	15	-0.5	-7	-11	-6	1
Cc1ccccc1-c1nc(S(=O)(=O)c2ccc(Cl)cc2)c(NCCN2CCOCC2)o1	17	.	-7	-0.2	0	i	8	3	20	0

# Record cards, from the list above.
# Profile of Cc1ccc(C(=O)N2CCCc3ccccc32)c(Cl)c1 : Yp Topo-I inh: 15; TcdB GH inh: 1.4; Anthrax LF prot: 2; PfHsp40 rescue: .; MazF activator: 5; BH1578 lux ind: -10; SSB-PriA inh: .; Rv3671c inh: .; DUSP3 inh: .; SARS 3CLpro inh: .
# Profile of CC(=O)Nc1cccc(NC(=O)Nc2ccc(C)c(Cl)c2)c1 : Yp Topo-I inh: 1; TcdB GH inh: 1.0; Anthrax LF prot: -1; PfHsp40 rescue: 1.2; MazF activator: 15; BH1578 lux ind: -0.5; SSB-PriA inh: -7; Rv3671c inh: -11; DUSP3 inh: -6; SARS 3CLpro inh: 1

# Additional compounds
Structure	Yp Topo-I inh	TcdB GH inh	Anthrax LF prot	PfHsp40 rescue	MazF activator	BH1578 lux ind	SSB-PriA inh	Rv3671c inh	DUSP3 inh	SARS 3CLpro inh
O=C1CCCC2=C1C(c1cccs1)Nc1ccc3ncccc3c12 (stereo not given)	1	.	3	-0.7	9	i	4	-2	26	-3
Cc1cccc(-n2nc3c(c2NC(=O)c2ccc4c(c2)OCO4)CS(=O)(=O)C3)c1C	5	-1.2	0	0.5	10	-0.6	-1	1	34	5
CCn1c(SC(C)C(=O)N2CCOCC2)nc2sc(C)c(C)c2c1=O (stereo not given)	8	1.8	-2	-1.3	-4	-2.9	0	1	.	.
CCCCCCOc1ccc(/C(C)=N/NC2=NCCN2)cc1	4	-0.8	-2	1.8	-1	-0.2	.	-3	-19	2
Cc1cc(C)cc(OCC(=O)OCC(=O)Nc2cc(C)nn2-c2ccccc2)c1	10	0.4	-1	-0.5	3	i	-3	0	.	.
Cc1nc(S(=O)(=O)N(C)c2ccccc2)c(C#N)c(C)c1Cl	-2	.	0	-1.3	-5	5.9	-2	0	27	2
COc1ccc(CCNC(=O)CC2(CC3=NS(=O)(=O)c4ccccc4N3)CCCC2)cc1OC	12	1.0	4	0.1	8	i	-9	-1	-4	-3
NC(CSC(c1ccccc1)(c1ccccc1)c1ccc2c(c1)OCO2)C(=O)O (stereo not given)	4	0.5	-2	.	-7	-1.1	.	.	.	.
COc1cc2c(cc1OC)C(c1cccnc1)CC(=O)N2 (stereo not given)	1	-0.5	2	-1.9	-1	-0.2	-22	3	-5	0
CCC(=O)c1cn(CC(=O)Nc2ccccc2Cl)c2ccccc12	-2	0.9	4	0.1	54*	-0.3	7	-15	20	-3
Cc1ccccc1NC(=O)CNc1ccc(Cl)c(C(F)(F)F)c1	2	.	-1	1.5	2	-0.6	-35	-4	58*	2
